# XIAP antagonists: XIAP antagonists, biochemical, IAP family, fluorescence polarization (AID 1018); 200,000 compounds, 0.007% hits; XIAP BIR domain, fluorescence polarization peptide displacement; higher % means a stronger effect; one-dose displacement, % at 20 µM; IC50 in µM for titrated hits; in the data active means displacement above about 50%; further: a part of the inactive calls stands beside numbers as strong as those of hits
# KOR beta-arrestin-1: KOR antagonists, beta-arrestin recruitment, cell-based, luminescence, uHTS (AID 1778). one-dose inhibition, % at 10 µM; IC50 in µM for titrated hits. KOR beta-arrestin recruitment, luminescence, antagonist mode; higher % means a stronger effect. 290,000 compounds, 0.091% hits. Kappa-type opioid receptor (Homo sapiens); further: strong numbers were not always called active
# NOD1 inhibition: NOD1 signaling inhibitors, primary screen, cell-based, luminescence, uHTS (AID 1578); NOD1-driven NF-kB luciferase reporter cells, luminescence; higher % means a stronger effect; one-dose inhibition, % at 4 µM; EC50 in µM for titrated hits; 290,000 compounds, 1% hits; in the data active means inhibition mostly above about 36%, no sharp cut-off; inactive means mostly below about 34%;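 further: HEK-293T reporter cells stimulated with the NOD1 agonist gamma-tri-DAP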
# NOD2 inhibition: NOD2 signaling inhibitors, cell-based, luminescence, uHTS, HEK293 (AID 1566); inhibition, % at 4 µM, or EC50 in µM where a hit was titrated; 290,000 compounds, 0.63% hits; HEK293 NOD2/NF-kB luciferase reporter, luminescence; higher % means a stronger effect; further: many of its hits are not listed in these tables
# human PMI inhibitors: human PMI inhibitors, high substrate, primary screen, biochemical, fluorescence intensity, high mannose 6-phosphate (AID 1220) | Mannose-6-phosphate isomerase (Homo sapiens) | recombinant PMI enzyme, coupled fluorescence intensity; higher % means a stronger effect | 190,000 compounds, 0.66% hits | inhibition, % at 20 µM, or IC50 in µM where a hit was titrated
# TNAP activators: human TNAP enzyme activators, primary screen, biochemical, luminescent, no phosphate acceptor, uHTS (AID 1001); 200,000 compounds, 0.03% hits; Alkaline phosphatase, tissue-nonspecific isozyme (Homo sapiens); purified TNAP, luminescent activation assay, no phosphate acceptor; higher activation fold means a stronger effect; activation fold at 20 µM, or EC50 in µM where a hit was titrated; in the data active means activation fold from about 3, or a potency from the dose series; inactive means the rest, 99 in 100 with activation fold below about 1.6; further: many of its hits are not listed in these tables
# human PMI inhibition: inhibitors of human PMI, primary screen, biochemical, fluorescence intensity, coupled assay (AID 1209); purified PMI enzyme, coupled fluorescence intensity; higher % means a stronger effect; one-dose inhibition, % at 20 µM; IC50 in µM for titrated hits; 190,000 compounds, 0.42% hits;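 further: plate controls were DMSO vehicle for no effect and wells lacking substrate for full effect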
# KOR beta-arrestin-2: KOR agonists, beta-arrestin recruitment, primary screen, cell-based, luminescence, uHTS (AID 1777). KOR beta-arrestin recruitment, luminescence; higher % means a stronger effect. 280,000 compounds, 0.02% hits. one-dose activation, % at 10 µM; EC50 in µM for titrated hits; in the data active means activation above about 50%, passing the limit was not always enough; further: a part of the inactive calls stands beside numbers as strong as those of hits
# LYP phosphatase: inhibitors of LYP phosphatase, biochemical, fluorescence intensity, uHTS (AID 1779). recombinant LYP phosphatase, fluorescence intensity; higher % means a stronger effect. inhibition, % at 11.5 µM, or IC50 in µM where a hit was titrated. Tyrosine-protein phosphatase non-receptor type 22 (Homo sapiens). 290,000 compounds, 0.054% hits;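 further: plate controls were vehicle with enzyme for no effect and no enzyme for full effect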
# Active calls of the source: *; · = no result given; [ ] = remark or other dose. Unless noted, no stated cut-off is given here; in the data, active means inhibition above about 50%; inactive means the rest. An excerpt, so the mix of outcomes need not match the whole.
cpd	XIAP antagonists	KOR beta-arrestin-1	NOD1 inhibition	NOD2 inhibition	human PMI inhibitors	TNAP activators	human PMI inhibition	KOR beta-arrestin-2	LYP phosphatase	smiles
1	·	5%	-14%	5%	·	·	·	-2.7%	0%	CCOC(=O)N/N=C(\CCC(=O)O)c1cccs1
2	-4.4%	-6%	-38%	-22%	7%	1	9%	4.1%	-6%	O=[N+]([O-])c1cc(/C=N/N2CCN(c3ccccc3)CC2)ccc1Cl
3	-7.5%	-15%	23%	-4%	19%	1.2	20%	2.0%	-13%	Cc1ccc(N2C(=O)SC(N(CC(=O)O)c3ccc(C)cc3)C2=O)cc1 (configuration not stated)
4	·	-5%	-20%	3%	·	·	·	5.1%	-8%	CCc1noc(C)c1C(=O)NNC(=O)COc1ccc(Br)cc1
5	·	-42%[20 µM]	7%	9%	·	·	·	-1.4%	-6%	Cc1ccc(CCNC(=O)c2cc(S(=O)(=O)N3CCCCC3)c[nH]2)cc1
6	-6.1%	-8%	-14%	13%	-2%	1	-13%	2.3%	-6%	COc1ccc2ccccc2c1/C=N\n1c(C)cc(C)c(C(N)=O)c1=O
7	-6.6%	2%	-17%	-3%	10%	1.1	16%	5.7%	-14%	Cc1cc(C)nc(NC(=O)C(C)C)n1
8	·	-5%[20 µM]	8%	1%	·	·	·	-0.4%	3%	COc1ccccc1CNC(=O)C12CC3CC(CC(C3)C1)C2
9	·	-20%	-20%	-5%	·	·	·	-3.2%	-10%	CCOC(=O)N1CCN(CC(O)COc2ccc(-c3ccccc3)cc2)CC1 (configuration not stated)
10	-7.1%	-23%[20 µM]	-32%	33%	·	1.1	·	·	0%	COc1cc(S(=O)(=O)N2CCN(C(=O)c3ccccc3)CC2)c(OC)cc1Br
11	-10%	23%	-30%	16%	-22%	1.1	-28%	1.7%	0%	CCCN(CCC)S(=O)(=O)c1ccc(C(=O)Nc2nnc(-c3cccc(OC)c3)o2)cc1
12	1.1%	-11%[20 µM]	8%	-12%	-8%	1.1	0%	·	-3%	CCOc1ccccc1NC(=S)N1CCC(NC(=O)C(C)(C)C)CC1
13	·	-12%	-2%	-6%	·	·	·	1.8%	-10%	O=C1NNC(c2ccccc2)=N/C1=C\c1ccccc1Cl
14	-3.9%	-3%	-4%	5%	0%	0.9	10%	-2.5%	3%	CCOC(=O)C1CCN(c2c([N+](=O)[O-])c(C(Cl)Cl)nn2-c2ccccc2)CC1
15	-1.7%	-7%	-30%	10%	6%	1	1%	1.6%	-8%	Cc1ccc(OC(=O)Cn2c(C(F)(F)F)nc3ccccc32)cc1
16	-5.2%	15%	-10%	8%	-6%	1.1	-8%	-3.5%	-3%	CCC(Oc1ccccc1)C(=O)NCc1ccc(S(N)(=O)=O)cc1 (configuration not stated)
17	-5.6%	-26%	-19%	11%	2%	1.2	-1%	6.7%	-6%	Cc1nc2nc(C)c(CCC(=O)NCc3ccc4c(c3)OCO4)c(C)n2n1
18	-0.1%	-11%	12%	2%	19%	1.1	16%	-0.7%	-6%	FC(F)(F)c1cccc(-c2cc3ccccc3nc2N2CCCC2)c1
19	·	-4%[20 µM]	-20%	4%	·	·	·	4.9%	-8%	Cc1ccc(C(=O)Nc2nnc(S(=O)(=O)N3CCOCC3)s2)cc1
20	·	6%	-10%	14%	·	·	·	4.9%	-7%	COc1ccc(Cc2nc3ccc(C(=O)NCc4cc(C)no4)cc3o2)cc1OC
21	-3.1%	0%	-3%	-12%	3%	1.1	-3%	-4.4%	3%	O=C(COc1ncnc2ccccc12)N1CCOCC1
22	·	-17%	-30%	-3%	·	·	·	-1.8%	-2%	Cc1cc(NC(=O)CCS(=O)(=O)c2ccc3c(c2)NC(=O)C(C)S3)ccc1Br (configuration not stated)
23	-6.8%	15%	-53%	-45%	14%	1.1	-5%	0.1%	3%	O=C(Nc1ccc(N2CCOCC2)nc1)c1cccs1
24	·	11%	-12%	10%	·	·	·	-3.5%	-8%	O=C(COc1ccc(C(=S)N2CCCC2)cc1)Nc1ccc(F)cc1
25	-4.6%	9%	-40%	4%	4%	1	9%	-0.6%	-1%	Cc1ccc2[nH]cc(C(=O)NCc3cccs3)c(=O)c2c1
26	·	-28%	-22%	-22%	·	·	·	-2.0%	-7%	CCc1ccc(NC(=O)CN2CCCN(S(=O)(=O)c3ccc(F)cc3)CC2)cc1
27	·	-22%	-17%	-2%	·	·	·	5.0%	-12%	Cc1ccc(N2CC(C(=O)OCC(=O)Nc3cc(C)on3)CC2=O)c(C)c1 (configuration not stated)
28	-1.9%	20%	-27%	5%	5%	1	6%	-3.1%	0%	Cc1ccc(NC(=O)C2CCCN(S(=O)(=O)c3c(C)noc3C)C2)c(C)c1 (configuration not stated)
29	·	-8%	-3%	7%	·	·	·	1.0%	-8%	Cc1ccc(S(=O)(=O)N2CC=C(C(=O)NC3CC3)CC2)cc1
30	·	-12%	-14%	25%	·	·	·	-5.7%	-6%	COc1ccc(NC(=O)CNC(=O)Cn2cnc3sc4c(c3c2=O)CCCC4)cc1OC
31	-13%	-36%	-17%	-11%	16%	1.1	21%	3.8%	-2%	COc1ccc(N2CC(O)=C(c3n(C)c4ccccc4[n+]3C)C2=N)cc1
32	-5.4%	-22%	7%	19%	-4%	0.9	-8%	-5.5%	-7%	FC(F)(F)c1cc(-c2ccccc2)nc(NC2CCCC2)n1
33	·	3%	-25%	5%	·	·	·	-0.2%	-2%	Cc1cccc(C(C(=O)NC2CCCCC2)N(Cc2cccnc2)C(=O)c2csnn2)c1 (configuration not stated)
34	-0.8%	-24%	-6%	-9%	3%	1.1	7%	-3.1%	-5%	Brc1ccc(-c2nnc3sc(CN4CCC5(CC4)OCCO5)cn23)cc1
35	-8.3%	20%	-16%	-19%	9%	1.1	23%	-4.1%	-9%	COCCn1c(=NC(=O)/C=C/c2ccccc2)sc2cc(NC(C)=O)ccc21
36	-6.4%	-48%	-24%	-4%	15%	1.1	-8%	1.3%	-7%	O=C(c1ccc(F)cc1)N1CCCCC(S(=O)(=O)c2ccccc2)C1=O (configuration not stated)
37	-3.8%	12%	-9%	12%	-12%	1.1	-3%	-4.3%	-5%	CC(C)OC(=O)CC12CN3CN(C1)CC(CC(=O)OC(C)C)(C3)C2=O
38	-2.6%	-4%[20 µM]	-19%	1%	-5%	1	-1%	-5.5%	-5%	COC(=O)Nc1ccc(S(=O)(=O)Nc2ncccn2)cc1
39	0.9%	-20%	-16%	8%	-3%	1	-6%	1.8%	0%	COc1nn(CC(=O)N2N=C(C(F)F)CC2(O)C(F)F)cc1[N+](=O)[O-] (configuration not stated)
40	·	-4%[20 µM]	2%	-45%	·	·	·	-0.5%	-22%	CCCN1CCC(=O)N([C@H](CSc2ccccc2)CC(C)C)CC1
41	-6.9%	25%	-32%	-6%	4%	1	5%	1.3%	9%	O=C(c1sc2ccccc2c1Cl)N(Cc1cccs1)C1CCS(=O)(=O)C1 (configuration not stated)
42	-11%	24%	14%	12%	3%	1.1	-2%	-5.9%	-6%	COc1ccc(-c2cc(C(F)(F)F)nc(SCC(=O)NCCN3CCOCC3)n2)cc1OC
43	-0.5%	-2%	76%*	-6%	28%	0.9	18%	-6.0%	1%	COc1ccc(NC(=S)NC(NC(=O)CCl)C(Cl)(Cl)Cl)c([N+](=O)[O-])c1 (configuration not stated)
44	-3.1%	-46%[20 µM]	3%	-1%	4%	1.1	2%	0.0%	1%	COc1ccc(Nc2nc(N3CCN(C)CC3)nc3ccccc23)c(OC)c1
45	·	11%	8%	1%	·	·	·	1.3%	-5%	C=CCn1c(NC(=O)c2ccco2)nc2ccccc21
46	-2.6%	-7%	28%	14%	-5%	1	-11%	-0.7%	0%	CCn1c(SCC(=O)N2CCOCC2)nc2oc3c(Cl)cc(Cl)cc3c(=O)c2c1=O

# Molecules from the list above that have fluorine, in the order listed:
cpd	XIAP antagonists	KOR beta-arrestin-1	NOD1 inhibition	NOD2 inhibition	human PMI inhibitors	TNAP activators	human PMI inhibition	KOR beta-arrestin-2	LYP phosphatase	smiles
15	-1.7%	-7%	-30%	10%	6%	1	1%	1.6%	-8%	Cc1ccc(OC(=O)Cn2c(C(F)(F)F)nc3ccccc32)cc1
18	-0.1%	-11%	12%	2%	19%	1.1	16%	-0.7%	-6%	FC(F)(F)c1cccc(-c2cc3ccccc3nc2N2CCCC2)c1
24	·	11%	-12%	10%	·	·	·	-3.5%	-8%	O=C(COc1ccc(C(=S)N2CCCC2)cc1)Nc1ccc(F)cc1
26	·	-28%	-22%	-22%	·	·	·	-2.0%	-7%	CCc1ccc(NC(=O)CN2CCCN(S(=O)(=O)c3ccc(F)cc3)CC2)cc1
32	-5.4%	-22%	7%	19%	-4%	0.9	-8%	-5.5%	-7%	FC(F)(F)c1cc(-c2ccccc2)nc(NC2CCCC2)n1
36	-6.4%	-48%	-24%	-4%	15%	1.1	-8%	1.3%	-7%	O=C(c1ccc(F)cc1)N1CCCCC(S(=O)(=O)c2ccccc2)C1=O (configuration not stated)
39	0.9%	-20%	-16%	8%	-3%	1	-6%	1.8%	0%	COc1nn(CC(=O)N2N=C(C(F)F)CC2(O)C(F)F)cc1[N+](=O)[O-] (configuration not stated)
42	-11%	24%	14%	12%	3%	1.1	-2%	-5.9%	-6%	COc1ccc(-c2cc(C(F)(F)F)nc(SCC(=O)NCCN3CCOCC3)n2)cc1OC

# Compound activity from PubChem BioAssay.
